Bioassay records as filed in PubChem BioAssay.
DT40 TDP1 CPT = qHTS for Inhibitors of human tyrosyl-DNA phosphodiesterase 1 (TDP1): qHTS in cells in presence of CPT; chicken DT40 Tdp1-/-;hTDP1 cells + 20 nM CPT, ATP luminescence, 48 h; Potency, µM (series often up to 46.2 µM), for inactives: at the top dose activity change, negative = growth inhibition, actives largely listed as inhibitors; 420,000 tested, 12% active; AID 686979, 2013; note: nearly all actives have a fitted effect of over 55% in size
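Chicken DT40 Tdp1-/- cells stably complemented with human TDP1 were seeded at 400 cells/well in medium containing 20 nM camptothecin, exposed to pin-transferred compounds, and grown at 37 °C for at least 48 hr. Viability was read as ATP luminescence.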
TDP1 block = qHTS Assay for Inhibitors of Tyrosyl-DNA Phosphodiesterase (TDP1); Tyrosyl-DNA phosphodiesterase 1 (Homo sapiens), Q9NUW8; recombinant TDP1, AlphaScreen DNA substrate cleavage; Potency, µM (series often up to 130 µM), inactives show at the top dose activity change, negative = inhibition, hits mostly inhibitors; 350,000 tested, 0.28% active; AID 485290, 2010; note: nearly all actives have a fitted effect of over 40% in size
Target sequence (Q9NUW8 whole entry, looked up): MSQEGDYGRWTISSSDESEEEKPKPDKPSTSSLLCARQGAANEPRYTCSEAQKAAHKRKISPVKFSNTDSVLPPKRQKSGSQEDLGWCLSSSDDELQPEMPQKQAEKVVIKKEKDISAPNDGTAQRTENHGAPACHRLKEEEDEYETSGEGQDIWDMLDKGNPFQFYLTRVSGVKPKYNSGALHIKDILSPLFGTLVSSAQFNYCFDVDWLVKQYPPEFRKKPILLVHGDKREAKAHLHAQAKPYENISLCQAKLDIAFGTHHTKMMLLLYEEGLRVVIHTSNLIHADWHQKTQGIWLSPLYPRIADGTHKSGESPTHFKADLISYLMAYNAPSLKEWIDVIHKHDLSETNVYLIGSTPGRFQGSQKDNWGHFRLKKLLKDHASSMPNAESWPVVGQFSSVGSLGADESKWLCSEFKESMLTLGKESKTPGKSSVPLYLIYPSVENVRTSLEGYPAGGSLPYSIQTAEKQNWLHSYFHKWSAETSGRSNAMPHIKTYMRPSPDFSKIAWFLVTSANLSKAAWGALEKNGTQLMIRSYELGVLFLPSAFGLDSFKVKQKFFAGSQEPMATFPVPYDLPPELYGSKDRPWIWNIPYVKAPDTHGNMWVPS
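Here, a 5' biotin and 3' phosphotyrosine-FITC DNA oligonucleotide reports Tdp1 activity: intact substrate bridges AlphaScreen beads, while cleavage leaves a 3' phosphate and drops signal. All incubations at room temperature.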
DT40 TDP1 no CPT = qHTS for Inhibitors of human tyrosyl-DNA phosphodiesterase 1 (TDP1): qHTS in cells in absence of CPT. DT40 Tdp1-/- hTDP1 cells, no CPT, ATP luminescence, 48 h. Potency, µM (series often up to 46.2 µM), for the others: at the highest dose activity change, negative = growth inhibition, usual class: inhibitors. 420,000 tested, 15% active; note: nearly all actives have a fitted effect of over 55% in size
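Camptothecin absent (DMSO only). Human TDP1-complemented DT40 knockout cells, 400 cells/well, 37 °C for minimum 48 hr; ATP measured via CellTiter-Glo, 30 min dark incubation, luminescence.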
An asterisk follows results filed as active; ? = inconclusive; . = not tested or not shown; & = joins results of further samples; [ ] = dose if it differs, or a comment. Calls come from the whole dose curve; as a rule, active = well fitted curve in the direction sought with a large enough effect; inconclusive = small, poorly fitted or top-dose-only effect, or another doubt; inactive = no such curve, though single readings can be large; an effect the other way counts as inactive or inconclusive. % is set by controls: 0 for no effect and ±100 for the full control effect; potency is the fitted concentration of half-maximal effect.

SMILES	DT40 TDP1 CPT	TDP1 block	DT40 TDP1 no CPT
COc1ccc(NC(=O)C2(C)CCCN(C(C)C)C2)cc1F (configuration not stated)	-12%	.	-6%
O=[N+]([O-])c1ccccc1CS(=O)(=O)c1ccccc1	-7%	.	-2%
N#Cc1ccccc1NC(=O)C(=O)NCCc1csc(-c2ccc(F)cc2)n1	-14%	.	?
O=C(/C=C/c1cccs1)NC(=S)Nc1ccc(S(=O)(=O)Nc2ccccc2C(F)(F)F)cc1	?	5%	?
CN(C)c1ccc(CN(C(=O)c2ccc(Cl)c([N+](=O)[O-])c2)C2CCS(=O)(=O)C2)cc1 (configuration not stated)	?	.	?
CC(=O)Nc1ccc(Nc2nc(C)nc3c2nnn3Cc2ccccc2Cl)cc1	-16%	.	16µM*
CCOc1ccc(-c2cc3nc(C4CCN(C(=O)OC(C)(C)C)CC4)c(C(=O)Nc4ccc(C)c(F)c4)cn3n2)cc1	9.2µM*	-1%	7.3µM*
CC(C)(C)OC(=O)N[C@@H](Cc1ccccc1)c1nnc(SCC(=O)O)o1	-1%	5%	-3%
Cc1cccnc1CCNC(=O)CC1C(=O)NCCN1CC1CCCCC1 (configuration not stated)	-16%	1%	2%
O=C(c1cccs1)N(c1ccc(F)cc1)C1C=CS(=O)(=O)C1 (configuration not stated)	-22%	-1%	0%
NS(=O)(=O)c1ccc(NC(=O)COC(=O)c2cc3ccccc3oc2=O)cc1	-18%	3%	4%
COc1ccc(C)cc1NC(=O)CNc1ccc(C(C)=O)cc1	-4%	3%	?
CC1(C)CC(=O)C=C(C#CC2(O)CCCCC2)C1	7.3µM*	.	5.2µM*
CC/C(=C/c1ccccc1)c1cccc2[nH]c3c(OC)cccc3c12	21µM*	.	?
O=C(CSc1nnc2ccc(-c3ccc(F)cc3)nn12)N1CCCC1	-3%	1%	22%
CC(=O)Nc1ccc(Nc2nc(C(F)(F)F)nc3c2nnn3Cc2ccccc2Cl)cc1	4%	1%	-18%
O=C(CCCC(=O)N1CCN(c2ccccc2F)CC1)c1ccccc1	?	.	-20%
c1ccc(-c2ccccc2OCCN2CCCC2)cc1	7%	5%	-11%
Cn1c(SCC(=O)Nc2nnc(-c3ccccc3)o2)nnc1C1CC1	7%	3%	-16%
CCCCC(=O)N1CCc2cc(OC)c(OC)cc2C1COc1ccc(C(=O)OCC)cc1 (configuration not stated)	?	8%	18µM*
COc1cc(C(=O)N2CCSCC2)ccc1OC1CCN(C(C)=O)CC1	-9%	2%	19%
CCc1ccccc1NC(=O)NNC(=O)CCc1ccccc1	5%	6%[56.1 µM]	16%
CCCc1cc(=O)oc2cc(OCC(=O)NCCCn3ccnc3)c(Cl)cc12	-26%	1%	-28%
O=C(Nc1ccc(F)c(F)c1)c1ccc(F)c(S(=O)(=O)N2CCC3(CC2)OCCO3)c1	16µM*	-32%&5%	13µM*
C/C=C/c1ccc(OCC(O)CN2CCCCCCC2)c(OC)c1 (configuration not stated)	?	-2%	?
CN1CCCN(C(=O)c2ccc(Cl)cc2)CC1	5%	0%	-10%
COc1ccc(/C=N/NC(=O)c2ccc(Cl)c(S(N)(=O)=O)c2)cc1OCC(N)=O	-20%	6%	-2%
CCOC(=O)c1cc(S(=O)(=O)NCc2ccco2)cn1C	1%	4%	-12%
CCOc1ccccc1C1NC(=O)NC(C)=C1C(=O)OC1CCCC1C (configuration not stated)	-26%	3%	?
CCn1ncc(Br)c1C(=O)Nc1ccccc1OC	-10%	-2%	-29%
CCOc1cc(/C=C2/N=C(c3ccc4c(c3)OCO4)OC2=O)ccc1OC(C)=O	?	-3%	?
O=c1[nH]c(CSc2nc3ccccc3[nH]2)nc2c1cnn2-c1ccccc1	26µM*	6%	21µM*
C=CCn1c(SCC(=O)N(C)C2CCS(=O)(=O)C2)nnc1-c1ccncc1 (configuration not stated)	?	5%	-2%
O=C(CSc1nnc(NC(=O)Cc2ccc(F)cc2)s1)NCc1ccco1	0%	5%	?
COc1ccc(/C=C/c2nc(C#N)c(N3CCC(C)CC3)o2)cc1OC	16µM*	2%	23µM*
C=CCSc1nsc(N)n1	7%	3%	-9%
COc1ccc(C(=O)N2CCC3(CCCN(C(=O)Nc4cccc(F)c4)C3)CC2)cc1	10%	.	-16%
Cc1ccccc1NC(=S)NNC(=O)c1cccnc1	?	-3%	?
CCc1ccc(C2N3CC4(C)CN2CC(c2ccccc2)(C3)C4=O)cc1 (configuration not stated)	?	2%	?
CCNC(=O)C(C)NC(=O)C1=NN(c2ccccc2)C(=O)CC1 (configuration not stated)	1%	0%	?
CCCCNC(=O)CCCn1c(=O)c2ccccc2n(Cc2cccc(Cl)c2)c1=O	23µM*	-3%	23µM*
CCc1nc2c(c(=O)[nH]1)C1(CCCC1)Cc1ccccc1-2	-15%	5%	-20%
CC1CCN(S(=O)(=O)c2ccc(C(=O)Nc3nnc(C4CC4)o3)cc2)CC1	18µM*	5%	?
O=C1CCC(=O)N1OCCCOc1ccc(Br)cc1Cl	-23%	0%	6%
COc1ccc(CC(=O)NCCc2cnc[nH]2)cc1	-4%	.	2%
O=C(Nc1ccccc1)Nc1nccs1	?	5%	?
CCc1ccc2nc(N3CCN(C(=O)c4ccccc4)CC3)sc2c1	?	5%	?
Cc1cc(C)c(Nc2ncnc3c2cnn3C)c(C)c1	21µM*	8%	16µM*
Cc1cc(Nc2ccc(Br)c(C)c2)n2nc(C)nc2n1	?	8%	-29%
CCc1nc2ccc(C(=O)NCc3ccc4c(c3)OCO4)cn2c1N(C)CCC(C)C	?	.	15µM*
Cc1cc(N2CCCC2=O)cc(C)c1S(=O)(=O)Nc1c(C)nn(C)c1C	-17%	1%	-24%
Cn1c(=O)c2c(SCc3cccc(C(F)(F)F)c3)nc(-c3ccco3)nc2n(C)c1=O	?	-1%	?
CC12CCC(=O)N1C(C(=O)Nc1nc3ccc(S(C)(=O)=O)cc3s1)CS2 (configuration not stated)	-1%	1%	21%
COc1ccc(CCn2c(-c3ccc(Cl)cc3)n[nH]c2=S)cc1OC	?	5%	-16%
COC(=O)c1ccc(NC(=O)Cn2c([N+](=O)[O-])cnc2C)cc1	12%	.	-6%
COc1ccc([N+](=O)[O-])cc1NC(=O)C1C2C=CC(C2)C1C(=O)O (configuration not stated)	0%	.	-21%
COc1ccccc1S(=O)(=O)NCc1ccc(C(=O)N(C)Cc2ccc(F)cc2)cc1	21µM*	0%[56.1 µM]	?
Cc1cc(=O)oc2cc3c(cc12)OCCN3	-9%	6%	-8%
CC(C)CCn1c(S(=O)(=O)O)nc2ccccc21	10%	6%	-3%
COc1cc(/C=C2\CCc3ccccc3C2=O)cc(OC)c1OC	18µM*	8%	16µM*

Exported with two lines to a compound: part of the list above.
Screens in order: DT40 TDP1 CPT | TDP1 block | DT40 TDP1 no CPT
CCc1ccc(C2N3CC4(C)CN2CC(c2ccccc2)(C3)C4=O)cc1 (configuration not stated)
→ ? | 2% | ?
CCNC(=O)C(C)NC(=O)C1=NN(c2ccccc2)C(=O)CC1 (configuration not stated)
→ 1% | 0% | ?
CCCCNC(=O)CCCn1c(=O)c2ccccc2n(Cc2cccc(Cl)c2)c1=O
→ 23µM* | -3% | 23µM*
CCc1nc2c(c(=O)[nH]1)C1(CCCC1)Cc1ccccc1-2
→ -15% | 5% | -20%
CC1CCN(S(=O)(=O)c2ccc(C(=O)Nc3nnc(C4CC4)o3)cc2)CC1
→ 18µM* | 5% | ?
O=C1CCC(=O)N1OCCCOc1ccc(Br)cc1Cl
→ -23% | 0% | 6%
COc1ccc(CC(=O)NCCc2cnc[nH]2)cc1
→ -4% | . | 2%
O=C(Nc1ccccc1)Nc1nccs1
→ ? | 5% | ?
CCc1ccc2nc(N3CCN(C(=O)c4ccccc4)CC3)sc2c1
→ ? | 5% | ?
Cc1cc(C)c(Nc2ncnc3c2cnn3C)c(C)c1
→ 21µM* | 8% | 16µM*
Cc1cc(Nc2ccc(Br)c(C)c2)n2nc(C)nc2n1
→ ? | 8% | -29%
CCc1nc2ccc(C(=O)NCc3ccc4c(c3)OCO4)cn2c1N(C)CCC(C)C
→ ? | . | 15µM*
Cc1cc(N2CCCC2=O)cc(C)c1S(=O)(=O)Nc1c(C)nn(C)c1C
→ -17% | 1% | -24%
Cn1c(=O)c2c(SCc3cccc(C(F)(F)F)c3)nc(-c3ccco3)nc2n(C)c1=O
→ ? | -1% | ?
CC12CCC(=O)N1C(C(=O)Nc1nc3ccc(S(C)(=O)=O)cc3s1)CS2 (configuration not stated)
→ -1% | 1% | 21%
COc1ccc(CCn2c(-c3ccc(Cl)cc3)n[nH]c2=S)cc1OC
→ ? | 5% | -16%
COC(=O)c1ccc(NC(=O)Cn2c([N+](=O)[O-])cnc2C)cc1
→ 12% | . | -6%
COc1ccc([N+](=O)[O-])cc1NC(=O)C1C2C=CC(C2)C1C(=O)O (configuration not stated)
→ 0% | . | -21%
COc1ccccc1S(=O)(=O)NCc1ccc(C(=O)N(C)Cc2ccc(F)cc2)cc1
→ 21µM* | 0%[56.1 µM] | ?

(more compounds)
SMILES	DT40 TDP1 CPT	TDP1 block	DT40 TDP1 no CPT
Cc1nn(-c2ccc(F)cc2)c(C)c1CN1CCN(CCC(C)C)C(CCO)C1 (configuration not stated)	-7%	0%	-10%
Cc1ccccc1NC(=O)C1CCN(S(=O)(=O)c2ccccc2)CC1	2%	7%	-25%
O=C(NCc1ccco1)C1CCCN1C(=O)Nc1ccccc1Cl (configuration not stated)	-1%	-3%	9%
COc1cccc(/C=C/C(=O)OCC(=O)Nc2ccc3c(c2)OCCO3)c1	0%	.	-2%
Cc1c(Cl)cccc1NC(=O)CSC(C)c1nc2ccccc2c(=O)[nH]1 (configuration not stated)	-5%	2%	-15%
CCC(C)NC(=O)CCS(=O)(=O)c1ccc(Br)s1 (configuration not stated)	3%	-2%	-2%
COc1ccc(Nc2nc(CC(C)=O)ns2)cc1	-9%	-3%	-19%
O=C(Nc1ccc(F)c(Cl)c1)Nc1cnccn1	-19%	-1%	-2%
CC(C)c1nc(N2CCOCC2)c(C#N)c2c1COC(C)(C)C2	-15%	0%	?
O=c1c2ccccc2oc2nc(-c3ccco3)n(-c3ccccc3)c(=O)c12	-1%	2%	-10%
Cc1ccc(C(=O)Nc2ccc(Oc3ccc(C(=O)O)c(C(=O)O)c3)cc2)cc1C	23µM*	?	1%
Cc1cccc(C(=O)c2cn[nH]c2-c2ccccc2O)c1	-26%	.	1%
CCOC(=O)C1=C(CN2CCN(c3cc(C)ccc3C)CC2)NC(=O)NC1c1ccc(Cl)cc1 (configuration not stated)	?	7%	16µM*
COC(=O)c1cc(Br)c(=O)n(Cc2ccncc2)c1	-20%	-8%	1%
COc1cccc(COc2ccc3ccc(=O)oc3c2)c1	?	.	-8%
CC1(C)CC(=O)C2=C(C1)NC(Nc1nc3ccccc3o1)=NC21CCCC1	?	2%&-9%	-26%
CCOC(=O)c1sc(=S)n(-c2ccccc2)c1NC(C)=O	-4%	.	-29%
Cc1ccc(S(=O)(=O)Cn2cnnn2)cc1	-17%	4%	-4%
COc1ccc(N2CCN(C(c3cc4ccc(C)cc4[nH]c3=O)c3nnnn3C3CCCC3)CC2)cc1 (configuration not stated)	?	-3%	?
CCOC(=O)c1[nH]c(C)c(CCC(=O)NC(C)c2ccccc2)c1C (configuration not stated)	-1%	3%	-16%
Cc1nnnn1CC(=O)Nc1cccc([N+](=O)[O-])c1	8%	0%	-3%
CC(C)CCn1c(=O)c2ccccc2n2c(=S)[nH]nc12	-23%	4%	?
COCCSc1nnc(NC(=O)C2CCCCC2)s1	0%	0%	-20%
Cc1nn(C)c(C)c1NC(=O)CSc1nc(Cc2ccccc2)nc2c1cnn2-c1ccccc1	?	.	?
CCN(CC(=O)Nc1c(F)cccc1F)C(=O)/C=C/c1ccc(OCC#N)c(OC)c1	5%	.	-22%
Cn1c(=O)c2c(nc(SCC(=O)NCc3ccc4c(c3)OCO4)n2Cc2ccc(F)cc2)n(C)c1=O	?	4%	?
O=C(COC(=O)c1cc(=O)[nH]c2ccccc12)Nc1ccc(F)cc1F	?	0%	6%
CCOc1ccc(CN2CCCC(CO)(Cc3ccccc3F)C2)cc1 (configuration not stated)	?	.	?
CCOC(=O)c1c(C)n(C)c2ccc(OCC(O)CNCCc3ccccc3)cc12 (configuration not stated)	?	.	?
CC(=O)Nc1cc(-c2cccc(F)c2)cn2c(-c3ccc(F)cc3)cnc12	?	.	23µM*
CCOc1ccccc1C(=O)OCC(=O)Nc1cc(S(=O)(=O)N2CCOCC2)ccc1C	0%	1%	-17%
